Screens from PubChem.
MsrA inhibitor – inhibitors of bovine MsrA. purified bovine MsrA, absorbance read-out. inhibition, % at 15.5 µM. hit rate 0.75% among 360,000. AID 651718; in the data active = inhibition above about 4.5%;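 note: 0% = vehicle wells with enzyme and 100% = reference inhibitor wells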
SUMO1-SIM PPI – alters human SUMO1 binding to SIM partners; hit rate 0.33% among 360,000; SUMO1 binding to a labelled peptide, TR-FRET, 1 h; P63165; inhibition, % at 20 µM; in the data active = inhibition above about 37%
Target sequence (P63165 whole entry, looked up): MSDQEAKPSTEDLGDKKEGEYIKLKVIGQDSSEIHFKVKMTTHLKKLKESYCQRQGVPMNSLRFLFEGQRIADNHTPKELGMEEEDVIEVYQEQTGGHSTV
STEP block – inhibitors of human striatal-enriched phosphatase STEP; recombinant STEP, OMFP fluorogenic substrate, fluorescence; AID 588621; inhibition, % at 20 µM; hit rate 0.25% among 360,000; P54829;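 active = inhibition at 20 µM, scaled per plate between control wells, above about 37%, limit read from the data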;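 note: 0% = DMSO with enzyme and substrate and 100% = substrate only without enzyme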
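Also added – OMFP at 25 µM · Test system – STEP tyrosine phosphatase · Technique – FITC-channel fluorescence of OMFP product · Schedule – 20 min at room temperature, dark · Evaluation – control-normalized % inhibition with plate pattern correction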
DNMT1 block – DNMT1 (human) enzyme inhibition. DNMT1 molecular beacon, Hinp1I cleavage, fluorescence. inhibition (reported as % activation of signal), % at 10 µM. hit rate 0.83% among 360,000. AID 588458; in the data active = inhibition above about 50%
NRP1-CendR mod – NRP-1/CendR interaction modulation | O14786 | FAM-RPARPAR peptide binding to NRP-1, fluorescence polarization | inhibition, % at 25 µM | hit rate 0.85% among 360,000 | AID 602438;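 active = inhibition or corrected inhibition above about 18%, plus a signal ratio from 0.5 to 1.5, limit read from the data, passing the limit was not always enough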; note: strong numbers were not always called active
Scp-1 inhibitor – Scp-1 (human) phosphatase inhibition; Q9GZU7; Recombinant Scp1, phosphopeptide, malachite green phosphate absorbance; inhibition, % at 20 µM; hit rate 0.88% among 340,000;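 active = inhibition above about 50% at 20 µM, limit read from the data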;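 note: plate controls were DMSO wells with enzyme for no effect and wells lacking enzyme for full effect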
Target sequence (Q9GZU7 76-261 limits assumed): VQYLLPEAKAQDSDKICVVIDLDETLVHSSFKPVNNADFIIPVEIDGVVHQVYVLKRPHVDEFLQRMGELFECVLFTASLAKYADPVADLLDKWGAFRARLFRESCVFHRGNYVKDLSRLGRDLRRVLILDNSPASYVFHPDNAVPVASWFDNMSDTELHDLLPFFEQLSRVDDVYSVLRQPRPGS
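Material: truncated SCP-1 phosphatase (76-261aa) / Buffer or medium: 50 mM Tris acetate pH 5.5, 0.005% Tween-20, 10 mM MgCl2 / Compound dosing: one concentration, 20 µM, with 1.0% DMSO / Incubation: 45 min room-temperature reaction, 5 min colour, 30 min stabiliser / Detection: colorimetric free-phosphate detection, absorbance 630 nm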
E coli Lon inh – inhibits E. coli Lon protease | P0A9M0 | purified E. coli Lon protease, fluorescence polarization | inhibition, % at 7.94 µM | hit rate 0.42% among 360,000 | AID 602123; in the data active = inhibition above about 13%, passing the limit was not always enough;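 note: 0% = enzyme with probe and DMSO and 100% = no enzyme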
Target sequence (P0A9M0 whole entry, looked up): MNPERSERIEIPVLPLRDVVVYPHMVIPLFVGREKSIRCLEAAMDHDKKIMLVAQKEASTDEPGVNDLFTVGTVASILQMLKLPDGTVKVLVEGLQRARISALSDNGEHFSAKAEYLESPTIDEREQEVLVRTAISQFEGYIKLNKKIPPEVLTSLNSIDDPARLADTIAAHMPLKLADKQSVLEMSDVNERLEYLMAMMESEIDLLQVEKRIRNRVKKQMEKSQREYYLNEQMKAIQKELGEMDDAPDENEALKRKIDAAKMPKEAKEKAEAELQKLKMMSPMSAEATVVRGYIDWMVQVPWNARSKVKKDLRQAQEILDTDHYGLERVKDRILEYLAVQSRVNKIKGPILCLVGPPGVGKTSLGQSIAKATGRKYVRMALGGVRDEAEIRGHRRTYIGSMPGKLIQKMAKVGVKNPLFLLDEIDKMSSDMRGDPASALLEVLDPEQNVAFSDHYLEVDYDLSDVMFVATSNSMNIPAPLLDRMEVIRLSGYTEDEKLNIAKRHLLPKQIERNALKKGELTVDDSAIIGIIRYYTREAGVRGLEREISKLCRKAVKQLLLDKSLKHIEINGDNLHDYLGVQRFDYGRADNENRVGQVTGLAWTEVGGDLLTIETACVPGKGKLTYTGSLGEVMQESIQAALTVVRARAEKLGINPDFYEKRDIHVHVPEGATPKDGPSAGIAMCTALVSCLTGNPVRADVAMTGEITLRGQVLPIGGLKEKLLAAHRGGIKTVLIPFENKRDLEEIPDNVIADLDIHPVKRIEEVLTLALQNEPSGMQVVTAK
bovine MsrA act – activates bovine MsrA enzyme | purified bovine MsrA, absorbance read-out | activation, % at 10.6 µM | hit rate 0.3% among 360,000 | AID 602163; in the data active = activation above about 7.5%;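 note: 0% = vehicle and 100% = reference activator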
Tb MetRS inh – blocks T. brucei methionyl-tRNA synthetase activity | purified T. brucei MetRS, ATP depletion, Kinase-Glo luminescence | inhibition, % at 11.9 µM | hit rate 0.4% among 360,000;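 active = inhibition above a per-plate cutoff of the control wells' mean inhibition plus 3 SD, cut at about 5.5% in these data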;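 note: 0% = DMSO wells median and 100% = median of wells with control inhibitor compound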
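Material: T. brucei methionyl-tRNA synthetase, purified; reagent: substrates ATP, L-methionine and bulk Escherichia coli tRNA; dosing: 11.9 µM single point; timing: 15 min plus 2 h at 25 °C; detection: luminescence of leftover ATP; evaluation: % inhibition; control set: DMSO-only wells as low control; replicates: singlicate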
LMPTP block – blocks human LMPTP phosphatase; P24666; recombinant LMPTP-A, OMFP fluorogenic substrate, fluorescence intensity; inhibition, % at 20 µM; hit rate 0.22% among 360,000;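 active = compounds that cut the enzyme signal by at least half of the control window in the single-dose screen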;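 note: plate controls were DMSO wells with enzyme plus substrate for no effect and substrate without enzyme for full effect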
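Test system: LMPTP-A, protein tyrosine phosphatase of low molecular weight; Input: 0.625 nM enzyme; Incubation: 50 min dark incubation at room temperature; Signal: endpoint fluorescence intensity from OMFP dephosphorylation; Read-out basis: % inhibition versus control wells.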
The depositor's hits bear a star; nt = not tested or not shown; & = joins results of further samples. Some of the compounds tested; the hit share may differ from the screen's.

SMILES	MsrA inhibitor	SUMO1-SIM PPI	STEP block	DNMT1 block	NRP1-CendR mod	Scp-1 inhibitor	E coli Lon inh	bovine MsrA act	Tb MetRS inh	LMPTP block
C=CCN1C(=O)c2ccccc2Sc2ccc(C(=O)N3CCC4(CC3)OCCO4)cc21	nt	0.0	0.4	2.4	5.9	-8.4	-6.9	-7.7	-0.3	-0.8
CCCN(CCC)C(=O)Cc1c(-c2ccc(Cl)cc2)nc2c(Cl)cc(Cl)cn12	-1.1	-9.5	-0.1	7.7	-13.2	-1.2	-6.1	-2.5	0.0	-1.2
CN1[C@@H]2CC[C@H]1CC(OC(=O)C1C=Nc3ccccc31)C2 (some centres undefined)	2.7	1.3	1.6	1.3	2.6	-0.7	0.0	-1.5	0.6	0.4
CC(C)C(=O)c1cn(Cc2ccc(C#N)cc2)c2ccccc12	-0.9	0.4	0.8	-0.3	8.1	-7.6	-0.7	-13.3	-1.2	-2.4
Cc1c(C(=O)N2CCC3(CC2)OCCO3)sc2ncnc(N(C)c3ccccc3)c12	2.6	-0.8	-3.2	2.5	18.6	-5.6	-1.2	-6.5	-1.4	-0.6
COC(=O)C1=C(c2ccc(S(C)(=O)=O)cc2)C[C@@H]2CC[C@H]1N2C(=O)NCc1ccc(F)cc1	-1.0	7.7	-5.0	1.4	-0.9	-4.9	-11.1	-1.4	-0.3	-0.5
COc1cccc(C(c2nnnn2Cc2ccccc2)N2CCC(n3c(=O)[nH]c4ccccc43)CC2)c1OC (centres undefined)	-0.2	6.5	1.0	-3.1	-5.8	nt	0.4	-4.1	-0.7	4.9
Cc1ccc2c(c1)N(C(=O)CCC(=O)N1CCC3(CC1)OCCO3)CC(C)O2 (centres undefined)	-0.2	2.7	-1.6	4.6	5.5	-6.8	11.2	-0.7	-0.7	-0.2
C=CCN1C(=O)NC(=O)C(CCc2ccncc2)(CCc2ccncc2)C1=O	0.4	2.8	0.9	7.9	8.1	-2.2	-1.8	-1.2	-0.8	0.4
COc1ccc(CN2CCN(Cc3ccccc3)CC2)c(OC)c1	-0.8	-2.0	0.1	0.3	-10.8	5.4	-13.0	-9.8	-1.6	-1.5
CCN1CCN(C(=O)Cc2ccccc2OC)CC1	-1.3	-2.3	1.9	0.1	-1.0	-9.6	-0.1	-4.1	-0.2	-0.3
COc1ccc(S(=O)(=O)N2CCOCC2)cc1NC(=O)COC(=O)Cc1ccccc1	-0.6	-0.5	6.3	4.4	-0.7	-1.1	-15.1	-9.1	-0.3	0.9
CCOC(=O)c1ccc(NC(=O)N2C[C@@H]3C[C@@H](C2)c2cccc(=O)n2C3)cc1	1.1	-4.3	-2.8	4.1	5.4	4.1	4.1	-3.4	-1.5	-0.7
COc1ccc(N/N=C/c2c(O)n(-c3cccc(C)c3)c(=O)[nH]c2=O)cc1	-0.1	-4.0	0.4	-3.0	7.7	6.4	-19.9	0.8	-0.2	-0.2
CC1CCC2C(C)C(=O)OC3OC4(C)CCC1C32OO4 (centres undefined)	1.9	0.0	0.3	-1.6	0.5	-9.1	-1.1	-0.9	-0.5	-0.4
CC1(C)N2CC3([N+](=O)[O-])CN1CC([N+](=O)[O-])(C2)C3	-0.8	7.3	-1.3	-0.1	-2.1	-2.2	7.7	-2.9	-0.1	1.5
Cc1cnc(-n2c(=S)[nH]c3ccccc3c2=O)s1	0.1	7.5	-3.0	-1.9	1.8	-7.6	-5.3	-2.8	-0.5	0.1
C=CCN1CC[C@]23c4c5ccc(O)c4O[C@H]2/C(=N/NC(=O)c2ccccc2)CC[C@@]3(O)[C@H]1C5	-1.3	4.4	-2.8	-2.0	3.4	-11.3	-4.3	4.0	-0.2	-1.3
Cn1c(O)c(C=NC2CC(C)(C)NC(C)(C)C2)c(=O)n(C)c1=O	0.6	5.0	-0.1	0.8	3.2	16.1	-3.7	-8.8	-0.6	-1.0
C=CCn1c(O)c(C(C)=Nc2cc(OC)ccc2OC)c(=O)[nH]c1=O	1.1	-1.7	-1.0	0.5	6.6	5.6	1.9	-0.8	-0.4	-3.3
CCC1=Nc2cc(C(=O)N3CCC4(CC3)OCCO4)ccc2Sc2ccccc21	1.2	2.4	1.1	-10.8	-7.2	-11.7	0.5	-0.9	-0.6	-0.3
CC(=NCc1cccnc1)c1c(O)n(C2CCCCC2)c(=O)[nH]c1=O	-0.1	-3.6	-2.1	-2.0	-4.1	-2.2	-0.1	-2.8	0.1	-2.9
COC1=CC=C2[C@H]3Cc4ccc(OC)c5c4[C@@]2(CCN3C)C1O5 (some centres undefined)	1.3	-15.7	2.5	-1.9	1.4	-3.2	-11.9	-5.7	-1.8	-0.2
Cn1c(O)c(C(=Nc2ccccc2)SCc2ccccc2Cl)c(=O)n(C)c1=O	1.2	9.4	0.9	-1.4	8.3	-5.1	-2.3	-1.9	0.3	1.4
CN(C(=O)CNC(=O)OCc1ccccc1)c1ccc(Br)cc1C(=O)c1ccccc1Cl	0.0	3.3	0.2	-9.7	-7.5	-15.0	-0.1	-2.6	0.4	4.3
COc1cc(O)c(C(=O)O)c(-c2cc(O)c(O)cc2C)c1	0.8	10.2	-5.4	3.4	-4.2	1.4	-5.1	-10.4	-2.6	-0.6
CN1CCc2nc3sc(C(=O)NC4CC4)c(N)c3cc2C1	0.0	-22.3	3.2	-6.8	0.0	-4.7	-3.9	-3.9	-0.4	0.8
C=Cn1ccnc1P(=S)(c1ccccc1)c1nccn1C=C	-0.7	0.0	0.0	3.2	10.5	-0.8	11.2	-2.5	-0.8	1.1
CC(C)(C)C(=O)c1cn(CC(=O)NCc2ccco2)c2ccccc12	0.2	2.6	-0.3	0.9	-10.5	14.7	-1.1	-1.8	-0.2	-1.0
CCOC(=O)c1cc2cc(OC)ccc2n1C1CCN(Cc2ccccc2)CC1	0.5	-5.7	nt	nt	-0.5	nt	11.0	-1.9	-0.7	1.6
O=c1[nH]c(=O)n(-c2ccc(F)cc2)c(O)c1C=NCCN1CCCCC1	1.2	-1.6	-1.6	0.7	-5.2	-0.8	2.5	-2.3	-0.5	-4.8
CN1CCCC(C(=O)c2ccccc2)C1 (centres undefined)	0.9	-0.8	0.9	0.8	1.5	-0.7	-8.2	-4.2	0.0	-1.2
CCCCOC(=O)C1=C(N)OC2=C(C(=O)CCC2)[C@]12C(=O)Nc1ccccc12	2.1	-1.8	-2.8	3.5	-2.3	-4.2	-9.1	-5.2	-0.2	-1.3
N#CCCn1cc(C=C2C(=O)NC(=O)NC2=O)c(-c2ccccc2)n1	-0.5	0.3	-1.1	2.9	5.2	4.2	-3.3	-4.3	-0.7	2.5
CN1C(=O)CN=C(c2ccccc2Cl)c2cc(Br)ccc21	1.1	6.7	-3.0	0.5	-8.0	-1.9	-12.0	-4.8	-0.6	-0.7
CCCCNC(=O)CN1C(=O)CN=C(c2ccccc2)c2ccccc21	-0.6	4.8	-2.0	0.5	13.2	0.9	-9.6	-1.3	0.2	-1.2
CC(C)CNC(=O)c1c(N)n(Cc2ccco2)c2nc3ccccc3nc12	0.7	10.0	-6.1	-25.4	-53.7	0.5	-34.6	-0.1	0.6	3.0
O=C(O)C(Br)CBr (centres undefined)	-0.2	0.3	-2.6	-0.5	-4.1	-3.3	9.8	-3.7	-0.7	0.0
O=[N+]([O-])c1ccccc1CN1CC=C(c2ccc(F)cc2)CC1	1.2	-11.6	-0.9	2.9	-3.7	1.2	-3.5	-1.3	0.3	-0.2
O=C(O)[C@H]1NC[C@H]2C[C@H]21	1.8	2.2	-0.2	-1.9	7.2	-1.9	-8.8	-5.2	-0.8	0.5
O=C(Nc1ccc(Cl)cc1)Nc1nccs1	-0.9	-0.9	1.2	-5.0	6.6	-13.5	10.3	-3.4	1.1	-1.6
CCOc1cccc(N2C(=O)CC(=O)NC2=O)c1	-0.7	-2.7	-3.4	-0.8	-1.8	-6.7	-15.6	-2.3	-0.2	2.4
COc1ccc(C2SCC(=O)Nc3c2c(=O)[nH]n3C2CCCCCC2)cc1OC (centres undefined)	1.0	2.6	1.4	0.4	0.3	-4.7	-1.9	-2.2	-0.3	-2.7
O=C1NC(=O)C(CCc2ccncc2)(CCc2ccncc2)C(=O)N1CCc1ccc(F)cc1	2.8	4.4	-1.6	0.4	-5.7	-0.7	2.0	-3.4	-0.4	-0.6
C=CC(=O)NCNC(=O)C=C	1.1	0.4	-1.7	-0.4	-8.2	5.7	7.1	-3.0	-0.3	1.6
O=C(N/N=C/c1c(O)n(Cc2ccccc2)c(=O)[nH]c1=O)c1ccccc1	3.6	0.0	-3.5	0.0	-12.2	-12.8	2.8	-0.6	-0.3	-1.5
FC(F)(F)c1ccc(CN2CCNCC2)cc1	0.8	-3.9	-0.1	-2.1	1.7	1.4	-9.9	-4.6	0.3	-4.2
Cc1ccc2c(C)c3ccc4ccccc4c3c[n+]2c1	1.2	-14.5	-1.3	-39.3	-16.0	4.0	-5.2	-3.4	0.0	7.7

Some values from the entries so far:
E coli Lon inh result of CC(C)CNC(=O)c1c(N)n(Cc2ccco2)c2nc3ccccc3nc12 stands at -34.6
NRP1-CendR mod result of O=C(O)[C@H]1NC[C@H]2C[C@H]21 stands at 7.2

Later entries:
SMILES	MsrA inhibitor	SUMO1-SIM PPI	STEP block	DNMT1 block	NRP1-CendR mod	Scp-1 inhibitor	E coli Lon inh	bovine MsrA act	Tb MetRS inh	LMPTP block
Nc1ccc(C(=O)N/N=C2/CN3CCC2CC3)cc1	1.2	1.6	-1.4	-4.0	11.9	-1.1	-0.4	-1.3	-0.3	-3.4
CCCNC(=O)N1[C@H]2CC[C@@H]1C(C(=O)OC)=C(c1c(C)noc1C)C2	0.5	3.3	-3.6	3.7	5.7	-6.5	-8.6	-0.4	-0.2	0.2
CCN(CC)CCN=Cc1c(O)n(Cc2ccccc2)c(=O)[nH]c1=O	-0.4&0.8	-5.6&-3.2	-1.0&-2.6	-3.0&5.8	-22.2&-61.1	-9.8&-1.1	0.5&-22.4	-8.1&-11.1	-1.2&-1.1	-3.6&-2.0
O=C1NC(=O)C(Cc2cccs2)C(=O)N1	0.0	-0.6	2.4	-5.0	2.3	-7.8	-1.9	3.4	-0.4	-1.2
CC1=C2[C@H]3OC(=O)[C@@H](C)[C@@H]3CC[C@@]2(C)C=CC1=O	-0.4	0.0	-1.0	-0.8	9.9	6.8	2.1	-2.4	-1.1	-0.7
CC(C)(C)NC(=S)/N=C(\N)N[N+](=O)[O-]	0.1	1.3	0.4	0.7	-6.9	10.3	4.9	-0.3	-1.3	2.6

Exported with values under each structure: entries from further up
Every second line gives: MsrA inhibitor | SUMO1-SIM PPI | STEP block | DNMT1 block | NRP1-CendR mod | Scp-1 inhibitor | E coli Lon inh | bovine MsrA act | Tb MetRS inh | LMPTP block
O=C1NC(=O)C(Cc2cccs2)C(=O)N1
  0.0 | -0.6 | 2.4 | -5.0 | 2.3 | -7.8 | -1.9 | 3.4 | -0.4 | -1.2
CC1=C2[C@H]3OC(=O)[C@@H](C)[C@@H]3CC[C@@]2(C)C=CC1=O
  -0.4 | 0.0 | -1.0 | -0.8 | 9.9 | 6.8 | 2.1 | -2.4 | -1.1 | -0.7
